Compound activity (PubChem)
KDM5B inhibitor – Primary screen for KDM5B Histone Demethylases FDH-coupled qHTS; 220,000 tested, 2.6% active; Potency, µM (doses to about 57.7 µM), for inactives: top-dose activity change, negative = inhibition, most hits filed as inhibitors; KDM5B demethylase, FDH-coupled NADH fluorescence (FDH is formaldehyde dehydrogenase); active = well fitted inhibition curve with a large enough effect; inconclusive = small, poorly fitted or top-dose-only effect; inactive = no such curve, though single readings can be large or run the other way; also: 0% is about no effect; nearly all actives have a fitted effect of over 70% in size
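Coupled FDH/NAD⁺ fluorescence readout. KDM5BΔAP 200 nM final; compound titration, 10 min RT preincubation; substrate mix 12.5 µM H3K4me3, 25 µM 2-OG, 50 µM Fe(II), 100 µM ascorbate, 0.25 mM NAD⁺, 0.25 U/mL FDH; ΔRFU over 30 min.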
* = called active by the depositor; i = inactive; ? = inconclusive; & = joins results of further samples; [ ] = remark or other dose. Potency is read from the fitted curve at half-maximal effect. The list is partial; count on the stated rates, not on these rows.

SMILES	KDM5B inhibitor
O=C(Nc1cccnc1Cl)c1cc2ccccc2o1	-5%
COc1ccc(CN2CCN(CC(=O)Nc3ccccc3C(=O)NC3CCCC3)CC2)cc1	13%
Cc1nn(-c2ccccc2)nc1C(=O)N[C@H](C)c1onc(-c2ccc(F)cc2)c1C(=O)O	32µM*
COCCNc1nc2c([S+](=O)([O-])c3ccc(Br)cc3)nnn2c2ccccc12	?
COc1cc(O)ccc1-c1nc2cc(C)ccn2c1Nc1ccccc1C	?
Cc1cc(C(=O)NCc2ccccn2)sc1C	16%
CC(C)c1ccc(CN2C[C@@H]3C(=O)N(CCc4ccccc4)C(=O)[C@@H]3C2)cc1	-12%
Cc1nnc(NC(=O)c2ccc3c(ccn3C)c2)s1	4%
CCc1nc2c(c(-c3ccc(OC)cc3)n1)CCN(Cc1ccc(C#N)cc1)CC2	?
COc1ccc(C(=O)N2CCOC(Cc3cccc(C(F)(F)F)c3)C2)o1 (centres undefined)	-11%
O=C(CCCOc1ccccc1)OCC(=O)c1ccc2c(c1)OCO2	2%
CCOc1ccccc1CNC(=O)c1ccc2nc(CCc3ccccc3)oc2c1	?
c1nnc(CC2CCNCC2)n1CC1CC1	-21%
CCCC(=O)Nc1ccc(C(C)CC)cc1 (centres undefined)	17%
CC1=C[C@@H](CNCc2ccc(F)cc2)[C@H](C(C)C)C[C@H]1Cc1nnc(C)o1	18%[86.2 µM]
CCSc1nn(CC(=O)Nc2cccc(CC)c2)c(N)c1S(=O)(=O)c1ccccc1	-27%
Cc1ccccc1C(CC(=O)N1CCSCC1)c1ccccc1 (centres undefined)	0%
CC(=O)c1ccc(S(=O)(=O)N2CCC(C(=O)Nc3nc4c(s3)CCC4)CC2)cc1	-19%
Cc1ccc(C)c(-c2nc3ccccc3c(C(=O)O)c2C)c1	5%
COCCN1Cc2[nH]nc(-c3ccccc3)c2CC1=O	-7%[115 µM]
CCc1nc2c(=O)n(CC(=O)NCc3cccc(Cl)c3)nc(C)c2s1	7%
O=C1CCC2(CNC(=O)c3ccsc3)CCC=C2N1 (centres undefined)	-12%
O=C(NC1CCN(Cc2ccccc2)CC1)c1cc2c(s1)CN(C1CCCC1)C2	?
O=C(NC1CCCCC1)N[C@H]1[C@H](O)[C@@H](Sc2ccccc2)[C@@H]2OC[C@H]1O2	15%[86.2 µM]
Cn1c(=O)c2nc(SCC(=O)Nc3ccc(F)cc3)n(C)c2n(C)c1=O	-9%
CCCCNC(=O)c1cnc2sc(N3CCCCCC3)nn2c1=O	?
COc1ccc(Cn2c(CO)cnc2SCC(=O)NCc2ccc(F)cc2)cc1	3%
O=C(C1CCN(c2cnn(Cc3ccccc3)c(=O)c2)C1)N1CCc2ccccc2C1 (centres undefined)	14%
CCN1CCN(CCCN2CC3(CCN(Cc4ncc[nH]4)CC3)OC2=O)CC1	-19%
Cc1nn2c(=O)cc(COC(=O)Cc3ccccc3)nc2s1	-9%
O=C(Cc1cccs1)Nc1ccc2c(c1)OCCCO2	20%
COc1cccc(CNC(=O)CN2C(=O)CSc3c2c(C)nn3-c2ccccc2)c1	8%
Cc1ccc2c(=O)c(C(=O)c3cccc(Cl)c3)cn(CC(=O)Nc3ccc4c(c3)OCCO4)c2n1	-1%
COCCCNC(=O)N1CC[C@H]2C(=O)NCCCCCCN(Cc3ccncc3)[C@@H]2C1	?
Cc1oc(-c2cccs2)nc1CC(=O)N(C)Cc1ccccc1	284%[activator]
O=C(c1cccc2cnccc12)N1CCC2(CC1)Nc1ccccc1NC2=O	-8%
O=C(NC1CCCCC1)N1CCCC(c2nn[nH]n2)C1 (centres undefined)	-18%
NS(=O)(=O)c1ccc(NC(=O)CN2CCN(c3ccc(F)cc3)CC2)cc1	-15%
Cc1cc(C(=O)CSc2nnnn2C)c(C)n1Cc1ccco1	23%
CC(C)NC(=O)c1cc2c(=O)n3ccccc3nc2s1	i
COCCOC1CCOC2(CCN(C(=O)c3n[nH]c4ccccc34)CC2)C1 (centres undefined)	-30%
CC(C)(C)NC(=O)c1cnn(-c2ccccc2)c1C1CCN(C(=O)OC(C)(C)C)CC1	-13%
O=C(CCc1nc2ccccc2[nH]1)NC1CCSc2c(F)cccc21 (centres undefined)	-1%
Cc1ccc(S(=O)(=O)NC(=O)COc2ccc([N+](=O)[O-])cc2)cc1	-8%
Cc1oc2ncn(CC(C)C)c(=O)c2c1C(=O)NCc1cccc(Cl)c1	7%
COc1cccc(-c2nc3c(c(SCC(=O)Nc4cc(C)ccc4C)n2)Cc2c(CO)cnc(C)c2O3)c1	-29%
CC(=O)C(C(C)=O)C(NC(=O)c1ccc(C)cc1)(C(F)(F)F)C(F)(F)F	18%
CCN(c1ccccc1)c1nnc(NC(=O)Nc2cccc(Cl)c2C)s1	0%
Cc1cc(C)c(C#N)c(SCc2cc(=O)oc3ccc(O)cc23)n1	?
Cc1ccc(C2Cn3nnc(C(=O)N4CCC(C(=O)NCC(C)c5ccccc5)CC4)c3CO2)cc1 (centres undefined)	29%
Other entries follow.
SMILES	KDM5B inhibitor
CCCCCn1nc(C(=O)Nc2ccccc2C(C)=O)c2ccccc2c1=O	12%
O=C(NC1CCCC1)C1CCC(Cn2cnnn2)CC1 (centres undefined)	9%
CCCCN(C)C(=O)CC1CCN(c2ccnc(OC)n2)CC1	-3%
O=C1NCCCCCCN(Cc2ccncc2)[C@@H]2CN(S(=O)(=O)c3cccnc3)CC[C@@H]12	?
Cc1ccc(SCC(=O)Nc2ccc3oc(-c4ccc(F)cc4)nc3c2)cc1	?
CCC(Sc1nc2ccncc2[nH]1)C(=O)Nc1cc(Cl)ccc1C (centres undefined)	7%&-9%
NC(=O)c1ccc2c(c1)C1(CCN(CC3CC3)C1)CN2Cc1ccccc1 (centres undefined)	35µM*
CCOC(=O)CNS(=O)(=O)c1cc(-c2nn(C)c(=O)c3ccccc23)ccc1C	-6%
O=C1c2ccccc2NC(c2cnc3ccccc3n2)N1c1ccccc1 (centres undefined)	6%
COc1ccccc1CNC(=O)Cc1c(C)c2c(cc(C)c3c(C)c(C)oc32)oc1=O	-11%
COCCNC(=O)c1coc(CN2CCN(C/C=C/c3ccccc3)CC2)n1	?
O=C(NCc1ccccc1)c1ccc(-c2csc(C3CC3)n2)cc1	?
COc1ccc2[nH]c(=O)c(CN(C3CCCCC3)S(=O)(=O)c3ccccc3)cc2c1	?
CCC1CN(C(=O)c2cc(F)ccc2OC)CCC(=O)N1Cc1ccccc1 (centres undefined)	?
Cc1ncc2n1C(=O)N(C1CCN(Cc3ccncc3)CC1)C2	40µM*
O=C(Cn1ccn2nc(-c3ccc(F)cc3)c(CO)c2c1=O)Nc1ccc(Br)cc1	?
CC1CCN(Cc2oc(CO)cc(=O)c2O)CC1	?
CCn1c(C)cc(C(=O)CSc2nnc(CN(c3ccccc3)S(C)(=O)=O)n2C)c1C	-11%
Cc1nn(C)c2nc(-c3ccccn3)nc(NCC(c3ccco3)N(C)C)c12 (centres undefined)	?
CN(c1ccccc1)c1ccc2ncn(C3CC3)c(=O)c2n1	-8%[115 µM]
COC(=O)c1ccc(CNC(=O)c2cccc(I)c2)cc1	18%
COc1cccc(CN2CCCN(CC(=O)Nc3ccc4c(c3)OCCO4)S2(=O)=O)c1	-1%
CC(C)n1c(C2CCN(C(=O)COc3ccc(F)cc3)CC2)nn(C)c1=O	13%
CC(=O)c1sc(Nc2cccc3ccccc23)nc1C	?
CCONC(=O)NC(c1ccc(OC)cc1)C(C)C (centres undefined)	20%
O=C(CCC[C@H]1NC[C@@H]2C[C@H]1CN(Cc1ccccc1)C2)Nc1ccc2c(c1)OCCO2	-29%
COc1ccc(CNC(=O)CSc2nc3ccsc3c(=O)n2Cc2ccccc2Cl)cc1	-10%
Cc1ccc(CNCCN2CCCC2)cc1	-9%
COCCNC(=O)C1COC2(CCN(C(=O)c3ccc(OC)cc3)CC2)N1C(=O)c1ccccc1 (centres undefined)	27%
CC(=O)Nc1ncc(C(=O)N2CC[C@](C)(O)[C@@H](O)C2)s1	3%
CCCCCOc1ccc(/C=C2\CCc3ccccc3C2=O)cc1	-15%
CCOC(=O)c1ccc(OC(=O)c2cn(-c3cccc(OC)c3)c(=O)c3ccccc23)cc1	?
COc1ccc(CCC(=O)N2CC(F)(F)C[C@H]2c2nc(C)no2)cc1	-8%
CC(C)(C)c1nc(Sc2ncccc2[N+](=O)[O-])n[nH]1	16%
C#CCN(C)CC[C@@H]1CC[C@H](O)[C@@H](C(=O)NCCOC)O1	15%[86.2 µM]
Cc1ccc2c(c1)N1C(=O)OC[C@@H]1CCN(Cc1ccccc1)C2	21%[86.2 µM]
CCn1nc(C(=O)NCc2cc3ccccc3[nH]2)c2ccccc2c1=O	2%
COc1ccc(-c2noc(-c3nc(Cc4cccc(F)c4)no3)n2)cc1OC	25µM*
COCCOc1ccc2c(n1)CCN(C(=O)C1(c3ccc(OC)cc3)CC1)C2	-19%
O=C(Cc1ccc(F)cc1)N1CCc2nc(C3CC3)nc(-c3ccc(Cl)cc3)c2C1	20%
O=S(=O)(Nc1ccccc1-c1n[nH]c(C2CC2)n1)c1ccc(F)cc1Cl	?
CCCCCn1c(SCc2ccc(C)cc2)nc2c1c(=O)[nH]c(=O)n2C	-1%
COc1cc(/C=C2/NC(=O)NC2=O)cc(Cl)c1OCc1ccc(C(=O)O)cc1	-13%
O=C(NCCc1ccc(Cl)cc1)C1CCc2nnc(-c3ccc(Cl)cc3Cl)n21 (centres undefined)	7%[115 µM]
O=C(O)c1cccc(OCc2nnnn2-c2ccc(Cl)c(Cl)c2)c1	8%
O=C(Nc1cccc(OCC2CCCO2)c1)C1CCCCC1 (centres undefined)	13%
O=C(NNC(=O)c1ccc(-c2ccccc2)cc1)Nc1ccccc1	21%
CCc1nc(-c2c3n(c(=O)n(Cc4cc(F)ccc4F)c2=O)CCCCC3)no1	16%
CC(C)OCCCNC(=O)C1Cn2cccc2C(=O)N1C (centres undefined)	-9%
COc1cccc(C(=O)Nc2nc(-c3nnn(-c4ccccc4C(F)(F)F)c3C)ns2)c1	?
More compounds.
SMILES	KDM5B inhibitor
COc1ccc(CN2CCNc3cnc(OCc4cccnc4)cc3C2)cn1	?
COc1ccc(C(=O)N2CC[C@](C)(O)C(C)(C)C2)cc1Cl	-6%
Cc1ccc2c(Cl)cc(Cl)c(OCC(=O)NCCC#N)c2n1	12%
CCN(CC)C(=O)CSc1nc2ccccc2c(=O)n1Cc1ccco1	-4%
COCC(=O)N[C@@H]1CN(C(=O)c2ccoc2)CC[C@@H]1c1nc(C)no1	-17%
COc1ccccc1NC(=O)c1c(NCc2ccc(C)o2)sc2c1CCCCC2	17%
COc1ccc(-c2oc3ncn4nc(-c5ccccc5Br)nc4c3c2-c2ccc(OC)cc2)cc1	?
O=C(O)c1cc(-c2ccc(Cl)c(Cl)c2)n(-c2ccccc2)n1	39%[activator]
O=c1n(-c2ccc(F)cc2F)nc2n1CCN(CC1CC1)C2	?
Cc1cc(N/N=C/c2ccc(Cl)c([N+](=O)[O-])c2)nc2ccccc12	3%

An excerpt of the results above, as a working copy:
SMILES	KDM5B inhibitor
O=C(Nc1cccc(OCC2CCCO2)c1)C1CCCCC1 (centres undefined)	13%
O=C(NNC(=O)c1ccc(-c2ccccc2)cc1)Nc1ccccc1	21%
CCc1nc(-c2c3n(c(=O)n(Cc4cc(F)ccc4F)c2=O)CCCCC3)no1	16%
CC(C)OCCCNC(=O)C1Cn2cccc2C(=O)N1C (centres undefined)	-9%
COc1cccc(C(=O)Nc2nc(-c3nnn(-c4ccccc4C(F)(F)F)c3C)ns2)c1	?
COc1ccc(CN2CCNc3cnc(OCc4cccnc4)cc3C2)cn1	?
COc1ccc(C(=O)N2CC[C@](C)(O)C(C)(C)C2)cc1Cl	-6%
Cc1ccc2c(Cl)cc(Cl)c(OCC(=O)NCCC#N)c2n1	12%
CCN(CC)C(=O)CSc1nc2ccccc2c(=O)n1Cc1ccco1	-4%
COCC(=O)N[C@@H]1CN(C(=O)c2ccoc2)CC[C@@H]1c1nc(C)no1	-17%
COc1ccccc1NC(=O)c1c(NCc2ccc(C)o2)sc2c1CCCCC2	17%
COc1ccc(-c2oc3ncn4nc(-c5ccccc5Br)nc4c3c2-c2ccc(OC)cc2)cc1	?
O=C(O)c1cc(-c2ccc(Cl)c(Cl)c2)n(-c2ccccc2)n1	39%[activator]
O=c1n(-c2ccc(F)cc2F)nc2n1CCN(CC1CC1)C2	?
Cc1cc(N/N=C/c2ccc(Cl)c([N+](=O)[O-])c2)nc2ccccc12	3%

(further entries)
SMILES	KDM5B inhibitor
O=C(NCc1cccc(Cl)c1)c1oc(=O)c2ccccc2c1-c1ccccc1	-4%
CCc1cc(=O)oc2c(C)c(OCc3ccccc3)ccc12	13%
Cn1c(=O)c2c(nc(NCc3ccccc3)n2CC(O)CO)n(C)c1=O (centres undefined)	-10%
COc1cc2c(c(OC)c1)C(c1cc(OC)c(OC)c(OC)c1)CC(=O)N2 (centres undefined)	-29%
Cc1cc(C)c(NC(=O)Cn2c(=O)n(CCC(=O)NCc3ccccc3Cl)c(=O)c3sccc32)c(C)c1	15%
CCOC(=O)c1ccc(Nc2c(-c3ccc(N(C)C)cc3)nc3nc[nH]n23)cc1	-26%
O=C(c1cccs1)N1CCC(c2nc(C3CCOCC3)no2)C1 (centres undefined)	?
Cc1cccc(-n2ncc3c(NCCOCCO)ncnc32)c1	?
COCCC(=O)N1CCc2nc(N3CCN(C)CC3)sc2C1	?
CN1CCC(=C(c2ccccc2)c2ccc(Br)cc2)CC1	-1%
